Bioassay records from PubChem.
NCOA2 inhibitor = inhibits human steroid receptor coactivator 2 | HEK293 GAL4-SRC2 luciferase reporter, luminescence | inhibition, % at 9 µM | hit rate 0.17% among 370,000;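 active = inhibition above the mean inhibition of all tested compounds plus 3 SD, set per campaign, cut at about 52% in these data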;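 note: 0% = DMSO treated cells and 100% = cells given Gossypol at 36 µM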
COUP-TFII inh = NR2F2 (human) inhibition, primary screen. P24468. HEK293T NGFI-A luciferase reporter, luminescence. inhibition, % at 8.6 µM. hit rate 0.7% among 370,000;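 active = inhibition above a per-plate cutoff, mean inhibition of test wells between control levels plus 3 SD, cut at about 38% in these data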;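 note: cells cotransfected with COUP-TFII expression vector driving the NGFI-A reporter; 0% = median of COUP-TF2 test wells and 100% = reporter-only cells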
* = called active by the depositor.

Below each compound – NCOA2 inhibitor | COUP-TFII inh
> COC(=O)C1CN(Cc2ccc(F)cc2)CCS(=O)(=O)N1Cc1ccc(Cl)cc1 (stereo unspecified)
→ -3 | 8
> CC(C)CC(=O)N1CC(C)N(C(=O)CC(C)C)CC1C (stereo unspecified)
→ -1 | -11
> COC(=O)[C@]12C[C@H](CC(=O)NCc3ccc(OC)c(OC)c3)C(=O)N(CCC3=CCCCC3)C1=C[C@H](C(C)(C)C)O[C@@H]2C
→ 20 | 2
> O=S1(=O)C=CCN1Cc1cn(Cc2cccc(Cl)c2)nn1
→ -16 | -11
> CC1(C)CC(=O)C=C(Nc2ccccc2NC(=O)c2cc(Cl)ccc2F)C1
→ -4 | -2
> CCOc1ccccc1N/C(=N/c1nc(C)cc(C)n1)NC(=O)Nc1ccc(Cl)c(Cl)c1
→ 20 | 3
> COc1ccc(CN(CCN2CCOCC2)C(=O)c2cc(Cl)ccc2F)cc1OC
→ 10 | -6
> C=CCN1C(=O)[C@@H](CC(=O)NCc2ccccc2)[C@]2(C(=O)OC)CCCCC=C12
→ -14 | -19
> O=C(CCCCCN1C(=O)C2C3C=CC(C3)C2C1=O)Nc1ccccc1 (stereo unspecified)
→ -11 | -7
> COc1c(Br)cc2c(C)c(C(=O)N3CCOCC3)oc2c1Br
→ -16 | -3
> Cn1c(=O)c2cc(S(=O)(=O)N3CCN(c4ccccc4Cl)CC3)ccc2n(C)c1=O
→ 7 | 0
> COC(=O)[C@@]12CCCCC3=C1N(CCC3)C(=O)[C@H]2CC(=O)NCC12CC3CC(CC(C3)C1)C2
→ 18 | -3
> CCOC(=O)CN1CCCc2nc(C)c(C)cc21
→ 3 | 3
> FC(F)(F)c1ccccc1C(C#Cc1ccccc1)NCc1ccc2c(c1)OCO2 (stereo unspecified)
→ -9 | 2
> CC(C)C1=CC2C3C(=O)N(c4ccccc4)C(=O)C3C1C(=O)C2(C)O (stereo unspecified)
→ -45 | 0
> CN(Cc1ccccc1)C(=O)OCc1cn(Cc2ccc(F)cc2)nn1
→ -16 | -19
> COC(=O)[C@]12C[C@H](CC(=O)N3CCOCC3)C(=O)N(Cc3ccc(Cl)cc3Cl)C1=C[C@H](C1CCCC1)O[C@@H]2C
→ 20 | 19
> Cc1cc(NCCc2c[nH]c3ccccc23)ccc1Nc1cccnc1
→ -7 | 4
> N#C/C(C(N)=O)=c1/ccc2c(c1)N1C3=C(CCCC3)CC3CCCCC31N=2 (stereo unspecified)
→ 11 | 11
> O=S(=O)(NCc1ccc(Cl)cc1)c1ccc(Br)cc1C1CC[C@@H](O)C1 (stereo partly specified)
→ 21 | -12
> Cc1ccc(S(=O)(=O)N(CC(=O)NC2CCC(C)CC2)c2cc(C)cc(C)c2)cc1 (stereo unspecified)
→ -53 | -13
> COC(=O)C1=C(C)N(C)C(=NCc2ccccc2)NC1c1ccccc1C(F)(F)F (stereo unspecified)
→ -6 | -19
> COc1ccccc1CCn1cnc(-c2ccc(F)cc2F)c1CC(C)C
→ -5 | 14
> FC(F)(F)Oc1ccc(Cn2ccc3ccc(-c4ccc5ccn(Cc6ccc(OC(F)(F)F)cc6)c5c4)cc32)cc1
→ -14 | 7
> Cc1ccccc1C(=O)N[C@H](C(=O)N1CCC[C@H]1C(=O)NCCc1ccccc1Cl)C(C)C
→ 2 | -6
> Cc1cc2c(c(=O)o1)[C@@]1(C(=O)N(C)c3cc(Br)ccc31)C1=C(CCCC1=O)O2
→ -7 | 0
> COc1ccc(NC(=O)COC(=O)c2c(F)cccc2Cl)cc1OC
→ -30 | -41
> CCOC(=O)CC[C@H]1CC[C@]2(CCCN(C(=O)c3ccc4ccccc4n3)C2)O1
→ -20 | -22
> CCN(CC)c1ccc(C=Nn2c(C)nnc2C)cc1
→ -3 | -6
> O=C(C1CC2CCC1C2)N1CCN(Cc2ccc3c(c2)OCO3)CC1 (stereo unspecified)
→ 10 | -4

Compound profiles, from the list above. Values in the order: NCOA2 inhibitor, COUP-TFII inh
Entry for `COc1c(Br)cc2c(C)c(C(=O)N3CCOCC3)oc2c1Br` = -16, -3
Entry for `COc1ccccc1CCn1cnc(-c2ccc(F)cc2F)c1CC(C)C` = -5, 14
Entry for `CCN(CC)c1ccc(C=Nn2c(C)nnc2C)cc1` = -3, -6
Entry for `Cc1ccc(S(=O)(=O)N(CC(=O)NC2CCC(C)CC2)c2cc(C)cc(C)c2)cc1` (stereo unspecified) = -53, -13

Remaining list, next part:
Below each compound – NCOA2 inhibitor | COUP-TFII inh
> Cc1ccc(-c2cc(-c3nnc4sc(Cc5cccs5)nn34)[nH]n2)cc1
→ 15 | 19
> CCOC(=O)NC[C@@]1(C(=O)OC)CC(=O)N(Cc2ccc(Cl)cc2)[C@@H]1c1ccc(OC)cc1
→ 6 | 2
> C=CCn1c(SCC(N)=O)nnc1-c1ccccc1OC
→ -10 | 9
> COC(=O)[C@]12C[C@H](CC(=O)NCc3cccs3)C(=O)N(CCC3=CCCCC3)C1=C[C@H](C(C)C)O[C@@H]2C1CC1
→ -7 | -13
> O=C(CNSc1ccc([N+](=O)[O-])cc1[N+](=O)[O-])OCc1ccccc1
→ -3 | 5
> COc1ccc(CN(CC#Cc2ccc(C)cc2)C(N)=NC(=O)CCc2ccccc2)c(OC)c1
→ 24 | 12
> COC(=O)C1=C(C)N(Cc2cccc(C(F)(F)F)c2)C(=NCc2cc(OC)c(OC)c(OC)c2)NC1c1ccc(F)cc1 (stereo unspecified)
→ -29 | 7
> COC(=O)C1=C(C)N(Cc2ccc(C(F)(F)F)cc2)C(=NCc2ccc(C(F)(F)F)cc2)NC1c1cccc(F)c1 (stereo unspecified)
→ -59 | -27
> CSC1=Nc2ccccc2N=C(N2CCCC2)C1
→ 0 | 0
> CC(=O)N1CCN(c2ccc(N3CCN(C(C)=O)[C@H](C)C3)c(C)c2)[C@H](C)C1
→ 8 | 34
> COc1ccc2[nH]c3c(c2c1)CCN[C@]31C(=O)N(C)c2ccc(Br)cc21
→ 10 | -27
> O=S1(=O)CC2c3ccccc3CN2CN1CCc1ccccc1 (stereo unspecified)
→ 2 | -35
> COc1nc(OC)nc(N2CCC(C(=O)N(C)Cc3ccccc3F)CC2)n1
→ 14 | 6
> O=C(Nc1ccc(F)cc1)OCc1cn(Cc2ccc(C(F)(F)F)cc2)nn1
→ 9 | -11
> COC(=O)c1cc(-c2cc3ccccc3s2)c(=O)n2c1CCC2
→ -13 | 3
> COC(=O)c1cccc(Cn2ccc3ccc(-c4ccc5ccn(Cc6cccc(C(=O)OC)c6)c5c4)cc32)c1
→ 6 | 8
> Cc1cc(C)cc(C(=O)OCCN2CCN(C3CN(Cc4cn(Cc5ccccc5F)nn4)S(=O)(=O)C3)CC2)c1 (stereo unspecified)
→ 14 | 49*
> CC(C)CC(=O)N1CCC(C(=O)NCC2COc3ccccc3O2)CC1 (stereo unspecified)
→ 2 | -13
> C[C@@H](CO)N(CCc1cn(Cc2ccccc2)nn1)S(=O)(=O)c1ccccc1Br
→ 4 | -11
> CCOc1ccc(NC(=O)c2cc(-c3ccc(Cl)cc3)nc3ccccc23)cc1
→ 0 | 1
> S=C(Nc1cccc(Cl)c1)OC1CCC12CCC(c1ccccc1)CC2 (stereo unspecified)
→ -1 | 7
> COc1cc2c(c3c1c(=O)c1ccccc1n3C)C=CC(C)(C)O2
→ -13 | 7
> C=CC[C@]12C[C@@]3(O[C@H](C4CCCCC4)N=C3C[C@H](c3ccc(OC)cc3)[C@H]1C)N(Cc1ccncc1)C2=O
→ 26 | -1
> CCC(C(=O)O)n1nnc(-c2ccc(OCc3ccccc3)c(OC)c2)n1 (stereo unspecified)
→ 1 | 10
> CCOC(=O)[C@@]12CN(C(=O)OC(C)(C)C)CC=C1N(Cc1ccc(OC)cc1)C(=O)[C@H]2CC(=O)N1CCC(c2ccccc2)CC1
→ -1 | 14
> Cc1ccc(/C=C/C(=O)c2ccc([N+](=O)[O-])o2)cc1
→ 0 | -13
> COC(=O)[C@]12C[C@H](CC(=O)N3CCCC3)C(=O)N(Cc3cccc4ccccc34)C1=C[C@H](C(C)C)O[C@@H]2C1CC1
→ 2 | 18
> Cc1cccc2c(Cl)cc(=O)[nH]c12
→ -23 | -6
> COC(=O)[C@]12C[C@H](CC(=O)NCc3ccc(C)o3)C(=O)N(Cc3ccco3)C1=C[C@H](C(C)(C)C)O[C@@H]2C
→ 9 | 5
> CC(C)=CCCC1=CC[C@H]2[C@@H](C1)C(C(C)C)=CC(=O)[C@@]2(C)O
→ 21 | -8
> COC(=O)[C@]12C[C@H](CC(=O)NCCC(C)C)C(=O)N(Cc3ccco3)C1=C[C@H](C1CCCC1)O[C@@H]2C
→ 1 | 5
> Cc1nc2ccc(S(=O)(=O)NCC(=O)NCc3ccccc3Cl)cc2s1
→ 6 | 19
> COc1ccc(CCNCC(O)COc2cccc(C)c2)cc1OC (stereo unspecified)
→ -4 | -5
> CCOC(=O)[C@@]12CCC3=C1N(CCC3)C(=O)[C@H](CC(=O)N1CCCC1)C2
→ 9 | -9
> O[C@@H](Cc1ccccc1)[C@@H](/C=C/c1ccccc1)N(Cc1ccccc1)Cc1ccccc1
→ -6 | 3
> CC(=O)C1=C(C)N(Cc2ccc(F)cc2)C(=S)NC1c1ccccc1 (stereo unspecified)
→ -15 | 12
> Cc1ccc2nc(CN(C)C(=O)[C@H]3O[C@@H](n4cnc(C(N)=O)n4)[C@H](O)[C@@H]3O)[nH]c2c1
→ 9 | -14
> COC(=O)C1=C(C)N(Cc2cccc(C(F)(F)F)c2)C(=NCc2ccc3c(c2)OCO3)NC1c1ccccc1C(F)(F)F (stereo unspecified)
→ -14 | 8
> COC(=O)C(C(=O)OC)C1OC23CN(S(=O)(=O)c4ccc(C)cc4)C=CC2(C)C3c2ccccc21 (stereo unspecified)
→ 15 | 6
> O=C([O-])c1cc(-c2ccccc2)cc(-c2ccccc2)[n+]1Cc1ccccc1
→ -32 | -19
> Cc1cc(C)c(NC(=O)c2sc3nc(C)[nH]c(=O)c3c2C)c(C)c1
→ -39 | 1
> CCOC(=O)N1CCN(C(=O)C[C@H]2C[C@@]3(C(=O)OC)C(=C[C@H](C(C)C)O[C@@H]3C3CC3)N(Cc3ccc(Cl)cc3Cl)C2=O)CC1
→ 24 | 28
> Cc1cccc(C(=O)Nc2c(-c3ccc(C(F)(F)F)cc3)nc3ncccn23)c1
→ 9 | -13
> CC(C)(C)S(=O)(=O)N1Cc2cc(CO)ccc2[C@@H]1CCO
→ 11 | 19
> Cc1cccc(NC(=O)C2CCCN2S(=O)(=O)c2cccnc2)c1C (stereo unspecified)
→ 9 | -3
> CC(=O)OCCCN1C(=O)CCC12CCC(C)CC2 (stereo unspecified)
→ -2 | -16
> COC(=O)C1=C(C)N(CC(C)C)C(=S)NC1c1ccc(Cl)cc1 (stereo unspecified)
→ 11 | -3
> O=C(NC1CCCCN(Cc2cccc(F)c2)C1=O)c1ccc2ccccc2c1 (stereo unspecified)
→ -26 | -19
> CC(C)C[C@@H]1COc2cc(Br)ccc2S(=O)(=O)N1Cc1cn(Cc2ccc(Br)cc2)nn1
→ 0 | 6
> COc1ccc(S(=O)(=O)N2CCCc3nc(C)c(C)cc32)cc1
→ 11 | -6
> COc1cc(CNc2cccc3c2S(=O)(=O)N([C@H](C)c2ccccc2)C[C@@H](COCc2ccccc2)O3)cc(OC)c1OC
→ -4 | 9
> COC(=O)c1cccc(Cn2ccc3ccc(-c4ccc5ccn(C(=O)c6ccccc6C)c5c4)cc32)c1
→ -9 | -2
> O=C(NC1CCC1)c1ccc(C#CC2CC2)cn1
→ -28 | -23
> COc1ccc(C2C(C(=O)Nc3cc(OC)ccc3OC)CCC(=O)N2c2ccc(OC)cc2)cc1 (stereo unspecified)
→ 12 | 7
> CCOC(=O)C1CSCCS(=O)(=O)N1Cc1ccc(Br)cc1 (stereo unspecified)
→ 1 | 3
> OCCN1CN(c2ccccc2)C(=S)N(c2ccccc2)C1
→ 8 | -5
> C[C@@H]1CCN(C2CC2)S(=O)(=O)c2ccc(N3CC[C@H](O)C3)cc2O1
→ -13 | -9
> O=C(c1cc(Cl)cc(Cl)c1)N1CC[C@H]2[C@H](CCCN2Cc2cc(F)cc(F)c2)C1
→ 17 | 18
> CCOC(=O)C1=C(C)NC(C)=C(C(=O)OCC)C1c1nc2ccccc2[nH]1
→ -7 | -10
> O=C(CNS(=O)(=O)c1ccccc1)N1CCN(c2ccccn2)CC1
→ -12 | -10

Further compounds follow.
Below each compound – NCOA2 inhibitor | COUP-TFII inh
> O=C(CN1CCCc2ccccc21)NCc1ccc(Cl)cc1
→ 7 | -7
> CCCCCCCCN1C(=O)[C@@H](CC(=O)NCc2ccc(OC)c(OC)c2)C[C@@]2(C(=O)OC)C1=C[C@H](C(C)C)O[C@@H]2C1CC1
→ 12 | 16
> COc1ccc(-c2cc(-c3ccccc3)c(-c3ccccc3)nn2)cc1
→ -13 | -9
> CC[C@@]1(c2ccc(C)cc2)C(=O)N(C(=O)OC(C)C)N1C(=O)OC(C)C
→ 5 | -19
> COC(=O)[C@]12C[C@H](CC(=O)NCC3CCCCC3)C(=O)N(Cc3ccc(Cl)cc3Cl)C1=C[C@H](C(C)C)O[C@@H]2C1CC1
→ 10 | 9
> CCCCN(C)C(=O)C1CCN(S(=O)(=O)c2ccc3[nH]c(=O)oc3c2)CC1
→ -10 | 14
> COc1cc2c3cc1Oc1cc(ccc1O)C[C@@H]1c4c(cc(OC)c(O)c4Oc4ccc(cc4)C[C@@H]3N(C)CC2)CC[N+]1(C)C
→ -17 | -12
> COC(=O)[C@]12C[C@H](CC(=O)N3CCN(C(=O)C4CC4)CC3)C(=O)N(Cc3ccccc3)C1=C[C@H](C(C)(C)C)O[C@@H]2C
→ -14 | -5
> COC(=O)C1CCCN(C(=O)C2CCN(S(=O)(=O)c3cccs3)CC2)C1 (stereo unspecified)
→ -1 | 17
> N#CCC[C@@H]1CC[C@]2(CCCN(Cc3ccc(Cl)cc3)C2)O1
→ 5 | -8
> Nc1cccc2c1CN(C1CCC(=O)NC1=O)C2=O (stereo unspecified)
→ 5 | -12
> COc1ccc(Cn2cc(CN3[C@H](Cc4ccccc4)COc4cc(Br)ccc4S3(=O)=O)nn2)cc1
→ -5 | -9

Only part of the results is shown; the hit share may differ from the screen's.
